Assay outcomes deposited in PubChem BioAssay by National Center for Advancing Translational Sciences (NCATS).
ATXN2 expr inh = inhibitors of ATXN2 expression. HEK-293 ATXN2-luciferase reporter, luminescence, 24 h. Potency, µM (top dose mostly 57 µM), inactives show top-dose activity change, negative = inhibition, most hits filed as inhibitors. actives 0.72% (n = 360,000); note: % is set by controls: 0 for no effect and ±100 for the full control effect; nearly all actives have a fitted effect of over 55% in size
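qHTS (up to 57 uM final) was run with 24 h compound exposure of reporter cells at 37 °C. Each well was multiplexed: SteadyGlo luminescence measured ATXN2-luciferase expression after a fluorogenic Gly-Phe-AFC viability readout (25 uM final).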
EPAC2 antag = EPAC2 (human) antagonism; EPAC2 GEF exchange of Rap1B-BODIPY-GDP, fluorescence; Potency, µM (doses to about 114 µM), for inactives: top-dose activity, negative = inhibition, usual class: inhibitors; actives 0.18% (n = 360,000); AID 720708; note: % is set by controls: 0 for no effect and ±100 for the full control effect; nearly all actives have a fitted effect of over 45% in size; many of its hits are not listed in these tables
Target sequence (Q8WZA2 whole entry, looked up): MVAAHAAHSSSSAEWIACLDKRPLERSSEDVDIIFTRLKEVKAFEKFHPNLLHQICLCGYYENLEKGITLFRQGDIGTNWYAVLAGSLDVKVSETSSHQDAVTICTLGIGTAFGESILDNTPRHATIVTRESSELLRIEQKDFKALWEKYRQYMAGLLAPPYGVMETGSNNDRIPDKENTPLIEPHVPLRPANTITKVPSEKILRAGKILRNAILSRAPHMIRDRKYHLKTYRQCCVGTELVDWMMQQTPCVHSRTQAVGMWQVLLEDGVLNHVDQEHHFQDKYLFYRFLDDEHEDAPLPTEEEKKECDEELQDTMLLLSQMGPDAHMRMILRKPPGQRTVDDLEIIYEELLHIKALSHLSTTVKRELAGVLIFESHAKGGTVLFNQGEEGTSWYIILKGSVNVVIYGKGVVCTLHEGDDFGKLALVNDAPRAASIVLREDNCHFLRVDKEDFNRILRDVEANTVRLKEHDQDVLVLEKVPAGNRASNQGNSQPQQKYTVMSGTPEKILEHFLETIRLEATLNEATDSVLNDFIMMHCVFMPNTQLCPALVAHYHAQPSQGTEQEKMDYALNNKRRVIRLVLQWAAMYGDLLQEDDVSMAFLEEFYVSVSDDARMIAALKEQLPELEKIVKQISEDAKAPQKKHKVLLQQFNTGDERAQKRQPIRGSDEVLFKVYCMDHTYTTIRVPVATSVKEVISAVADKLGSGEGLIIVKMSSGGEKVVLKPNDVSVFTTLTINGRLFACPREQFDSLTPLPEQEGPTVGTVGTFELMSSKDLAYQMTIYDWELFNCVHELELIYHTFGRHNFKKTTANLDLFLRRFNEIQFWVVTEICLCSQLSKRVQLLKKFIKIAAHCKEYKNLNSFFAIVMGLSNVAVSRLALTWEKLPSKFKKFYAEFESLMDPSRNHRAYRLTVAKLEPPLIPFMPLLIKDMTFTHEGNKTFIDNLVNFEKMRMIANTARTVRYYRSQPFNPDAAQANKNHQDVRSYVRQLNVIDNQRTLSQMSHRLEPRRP
HepG2 viability = HepG2 cytotoxicity, counter-screen for TGF-b inhibitors. HepG2 CAGA-GFP viability, ATP luminescence, 18 h. Potency, µM (titrated, usually from 46.1 µM), without a hit: at the highest dose activity change, negative = cytotoxicity, hits mostly cytotoxic. actives 0.76% (n = 410,000). AID 588856; note: some results filed as inactive show a strong effect at the top dose
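HepG2 CAGA-GFP cells (1000/well, DMEM with 1% FBS) received compound, then TGF-beta at 500 pg/mL final, and were incubated 18 hours at 37 degrees C. Viability was read by CellTiter-Glo luminescence. Media-only wells were set as complete cell-killing and DMSO as no toxicity.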
Nrf2 activator = Nrf2 pathway activation | Potency, µM (series often up to 46.1 µM), for the others: top-dose activation, hits mostly activators | AREc32 ARE-luciferase reporter (MCF7-derived line), luminescence, 24 h | actives 0.31% (n = 410,000) | AID 624171; note: % of control where 0% means no effect; nearly all actives have a fitted effect of over 65% in size
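Luminescent ARE reporter assay in AREc32_Fluc cells: overnight plating at 37 deg C, 24 hr compound incubation, Steady-Glo added, 30 min RT before reading.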
Nrf2 block = Nrf2 pathway inhibition. actives 2.1% (n = 360,000). Potency, µM (titrated, usually from 46 µM), without a hit: top-dose activity change, negative = inhibition, usual class: inhibitors. A549 ARE-Fluc reporter, luciferase luminescence, 18-24 h; note: % is set by controls: 0 for no effect and ±100 for the full control effect; nearly all actives have a fitted effect of over 60% in size
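Nrf2 activity is the BugLite luminescence, read 15 min after reagent at room temperature, following CellTiter-Fluor cytotoxicity readout (30 min, 37C). Compound titrations were applied for 18-24 h to 5000 A549 ARE_Fluc cells/well in 5% FBS OPTI-MEM.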
A549 viability = kills or reduces viability of A549 cells in Nrf2 counter-screen. A549 ARE-Fluc cells, CellTiter-Fluor viability, 18-24 h. Potency, µM (highest dose often 46 µM), without a hit: at the highest dose activity change, negative = cytotoxicity, actives largely listed as inhibitors. actives 0.16% (n = 390,000); note: % is set by controls: 0 for no effect and ±100 for the full control effect
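A549 ARE_Fluc cells in 5% FBS OPTI-MEM were exposed to compounds in concentration-response for 18-24 h at 37 deg C. Viability was read by CellTiter-Fluor fluorescence (Ex 405/Em 525) after 30 min, before the luciferase read.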
S2 tox = cell viability loss in ATXN counter-screen; actives 0.49% (n = 400,000); Potency, µM (series often up to 56.7 µM), most hits filed as cytotoxic; AID 651635; S2 cells (HEK-293 line with an ATXN2-luciferase reporter) viability, CellTiter-Fluor protease fluorescence, 24 h; note: nearly all actives have a fitted effect of over 40% in size
TGFb SMAD3 inh = blocks TGF-b signaling; actives 1.2% (n = 410,000); HepG2 CAGA-GFP TGF-b/SMAD3 reporter, GFP fluorescence, 18 h; TGF-beta stimulated, 500 pg/mL final; Potency, µM (series often up to 46.1 µM), inactives show at the highest dose activity, negative = inhibition, actives largely listed as inhibitors; note: % is set by controls: 0 for no effect and ±100 for the full control effect; nearly all actives have a fitted effect of over 65% in size
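Per well, imaged GFP fluorescence of HEPG2 CAGA-GFP cells gives the signal; cells get compound, then TGF-beta (500 pg/mL final), 18 h at 37 degrees C; %Activity versus -TGF-beta and +DMSO controls.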
MCF10A rereplic = DNA re-replication induction in MCF 10a cells; AID 624296; MCF 10A DNA re-replication, Hoechst nuclear intensity, 48 h; Potency, µM (doses to about 46.1 µM), for inactives: at the highest dose activity, positive = re-replication, usual class: activators; actives 2.9% (n = 350,000); note: % of control where 0% means no effect; nearly all actives have a fitted effect of over 50% in size
* hit, by the source's call; i = inactive; ? = inconclusive; · = not tested or not shown; [ ] = dose if it differs, or a comment. Calls come from the whole dose curve; as a rule, active = well fitted curve in the direction sought with a large enough effect; inconclusive = small, poorly fitted or top-dose-only effect, or another doubt; inactive = no such curve, though single readings can be large; an effect the other way counts as inactive or inconclusive. Potency is the fitted concentration of half-maximal effect. This is a subset. The share of hits here may be higher or lower than overall.

SMILES | ATXN2 expr inh | EPAC2 antag | HepG2 viability | Nrf2 activator | Nrf2 block | A549 viability | S2 tox | TGFb SMAD3 inh | MCF10A rereplic
COCCCn1c(SCC(=O)Nc2ccc(C)cc2)nc2ccccc2c1=O | 3% | -10% | -12% | 0.0% | -27% | -10% | i | 0% | ?
Cc1ccc(CNC(=O)CCS(=O)(=O)c2ccc3c(c2)oc(=O)n3C)cc1 | 2% | 15% | -1% | -0.8% | 24% | 3% | i | 9% | -2%
COc1ccc(NC(=O)C2Cc3c(-c4cccc(C(N)=O)c4)ccnc3O2)cc1OC (centres undefined) | -14% | -4% | -22% | 6.6% | · | · | i | 43%[activator] | ·
CCCCN(C(=O)c1cccc(S(=O)(=O)N2CCN(C)CC2)c1)c1c(N)n(CC(C)C)c(=O)[nH]c1=O | -4% | 5% | -9% | -0.6% | 6% | 0% | i | -7% | -16%
Cc1cccc(NC(=O)CCCCCN2C(=O)c3ccccc3C2=O)n1 | -11% | -23%[57.1 µM] | -6% | -0.4% | -2% | 2% | i | 6% | -7%
COc1cccc(-c2nnn(CC(=O)Nc3cc(OC)c(NC(=O)c4ccco4)cc3OC)n2)c1 | ? | -3% | -31% | 0.4% | -26% | -13% | ? | 1% | ?
CC/C(=N\NC(=O)c1nnn(-c2nonc2N)c1-c1cccs1)c1ccccc1 | 7% | 1% | 0% | 1.9% | -18% | 1% | i | -1% | 19%
Cc1ccc(CNC(=O)CCCCCn2c(=O)c3sccc3n(CC(=O)N(C)c3ccccc3)c2=O)cc1 | -9% | · | 2% | -0.4% | -21% | -13% | ? | -22% | ·
COc1ccc(C(=O)N/N=C/c2ccccc2C(=O)O)cc1OC | · | 5% | -5% | -1.0% | 21% | 10% | i | 2% | -2%
Cc1ccc(NC2SC(=O)N(Cc3cccc(C(=O)O)c3)C2=O)c(C)c1 (centres undefined) | 6% | -5% | -3% | 0.3% | 18% | 1% | i | 0% | -3%
COc1cccc(/C(C)=N/NC(=O)Cc2c(C)[nH][nH]c2=O)c1 | · | 0% | 0% | -0.3% | 0% | 1% | ? | 10% | 9%
CCOc1cc(/C=N/NC(=O)CCCC(=O)NC2CCCCC2)ccc1O | -4% | -26% | -12% | 0.1% | -4% | 10% | i | -10% | 3%
Cc1ccc(S(=O)(=O)N2CCN=C2SCc2ccccc2)cc1 | -9% | -20% | -4% | -0.1% | 5% | 7% | i | -4% | -12%
O=C(Nc1c2c(nn1-c1ccc([N+](=O)[O-])cc1)CS(=O)(=O)C2)c1ccccc1F | -3% | 12% | -3% | 0.3% | 3% | 0% | i | 8% | -2%
Cc1[nH]c2ccc(C(=O)NCCN3CCCCCC3)cc2c1C | · | -4% | -54% | -0.6% | -11% | -3% | i | 1% | -5%
CCCC(O)(CCN1CCOCC1)c1ccc(Cl)cc1 (centres undefined) | 1% | -4% | -2% | -0.5% | 5% | -4% | i | 16% | -1%
CN(C)S(=O)(=O)N1CCN(S(=O)(=O)c2ccccc2)CC1 | 1% | 9% | 4% | -0.4% | ? | · | i | -9% | 2%
Nc1ccn([C@@H]2O[C@H](COS(=O)(=O)O)[C@@H](O)[C@H]2O)c(=O)n1 | 4% | 14% | 4% | -0.1% | 18% | 0% | i | 24% | 12%
COc1ccc(C2c3c(-c4ccccc4)n[nH]c3C(=O)N2c2ccc(C(=O)O)cc2)cc1 (centres undefined) | -25% | 0% | 16% | 0.0% | -14% | 1% | i | 6% | -10%
CCOc1ccc(OCCCC(=O)ON=C(N)c2ccccc2Cl)cc1 | -2% | 2% | -27% | -0.6% | -18% | 4% | i | -7% | -3%
COc1cc(CNS(=O)(=O)c2ccc3c(c2)CC(C)N3C(=O)C2CCC2)cc(OC)c1OC (centres undefined) | -17% | 3% | -7% | -0.4% | ? | -7% | i | -1% | -4%
COc1ccc2c(c1)[C@H]1[C@H](CO2)[C@H](c2ccccc2)[C@]2(C)C(=O)Nc3ccc(Br)cc3C(=O)N12 | 2% | 2% | 17% | 0.3% | ? | 0% | i | 4% | 8%
COc1ccccc1NC(=O)CCNC(=O)C1CCN(S(=O)(=O)c2ccccc2)CC1 | · | 2% | 4% | 0.1% | · | · | i | 7% | ·
C=CCOC(=O)C1=C[C@H](c2csc3ccccc23)C[C@H](OCCCCO)O1 | 7% | -23% | -17% | 6.7% | 24% | 2% | i | -13% | -1%
CC(=O)Nc1ccccc1-c1nc2ccccc2n(C(C)C(=O)c2ccc(C)c(C)c2)c1=O (centres undefined) | -14% | · | -15% | -1.7% | 7% | 11% | i | 2% | ·

Remaining list, next part
SMILES | ATXN2 expr inh | EPAC2 antag | HepG2 viability | Nrf2 activator | Nrf2 block | A549 viability | S2 tox | TGFb SMAD3 inh | MCF10A rereplic
Cc1cc(NC(=O)c2ccccc2)n(-c2ccccc2)n1 | · | -6% | -11% | -0.7% | 12% | -11% | i | -2% | 2%
Nc1nc(NC(=O)c2cccs2)nn1-c1ccccc1 | -7% | 2% | -26% | -0.6% | ? | -2% | i | 0% | -9%
Cc1cc(N2C(=O)CCC2=O)n(-c2ccccc2)n1 | 1% | 9% | 8% | -0.5% | -11% | 1% | i | 0% | -14%
COC(=O)c1ccc(NC(=O)C2C3C=CC(O3)C2C(=O)O)cc1 (centres undefined) | 3% | 2% | 10% | -0.9% | ? | 0% | i | 15% | 4%
O=C(CS(=O)(=O)c1cccc2nsnc12)N1CCN(c2ccccc2F)CC1 | 0% | · | -66% | 4.0% | · | 14% | i | 16µM* | ·
Nc1nnc(SCC(=O)NCCNC(=O)CSc2nnc(N)s2)s1 | 3% | -4% | -18% | -1.1% | 22% | 1% | i | -3% | -3%
Cc1ccccc1Cn1c(=O)n(CCCCC(=O)NCc2ccccc2Cl)c(=O)c2ccccc21 | -5% | · | -16% | -1.0% | -17% | 0% | i | -4% | ·
CC[C@@]12C(=O)N(c3cccc(Br)c3)C(=O)N1[C@H](c1ccc(Cl)cc1)[C@@H]1C(=O)N(C3CCCCC3)C(=O)[C@@H]12 | -3% | 8% | -46% | 4.1% | 1% | -9% | ? | -72% | 2%
Cc1cc2nc(-c3ccc(NC(=O)c4ccccc4F)cc3)oc2cc1C | · | · | -11% | 4.5% | ? | 0% | · | -3% | ·
Cc1ccc(S(=O)(=O)N2C(=O)CCC2C(=O)N2CCCCC2)cc1 (centres undefined) | -12% | -2% | 3% | -0.8% | 3% | -3% | i | -7% | -12%
CCCC(=O)Nc1ccc(C#Cc2ccccc2)cc1 | 113%[activator] | 6% | -32% | 0.2% | 5% | -15% | ? | 13% | 22%
Cc1cc(N)n(-c2ccccn2)n1 | 12% | 4% | 4% | 0.4% | ? | 4% | i | 11% | -3%
Cc1cccc(C(=O)NCc2nnc(SCC(=O)NC3CCCC3)n2C)c1 | 5% | 10% | -11% | -0.2% | -13% | 0% | i | 19% | 1%
O=C(O)CCNC(=O)/C(=C/C=C/c1ccccc1)NC(=O)c1ccccc1 | · | -1%[57.1 µM] | 3% | 0.4% | 5% | -2% | i | 16% | -3%
Cc1cc2c(s1)c1cnn(-c3ccccc3)c(=O)c1n2C | -1% | 1% | -2% | 0.1% | -5% | -3% | i | 9% | 6%
O=c1cc(-c2ccccc2)oc2ccc3ccccc3c12 | · | -5% | -18% | ? | · | · | i | -8% | ·
O=C(/C=C/c1ccc(O)cc1)c1c(O)cc(O)cc1O | 11% | -2% | 1% | -0.5% | 1% | -10% | i | 7% | 2%
O=S(=O)(NC1CCN(Cc2ccccc2)CC1)c1ccc(F)c(F)c1 | · | -8% | -20% | -0.8% | · | · | i | 7% | ·
CCNC(=S)Nc1sc2c(c1C#N)CCC(C)C2 (centres undefined) | 2% | 0% | -9% | 0.2% | -18% | 0% | i | 1% | 3%
Nc1cc(=O)nc(SCC(=O)Nc2ccc(F)cc2)n1-c1ccccc1Cl | 9% | · | -3% | 8.9% | 0% | -8% | i | 0% | ·
COc1ccc(NS(=O)(=O)c2ccc(N3CCOCC3)c(NC(=O)c3ccccc3Cl)c2)cc1 | -3% | -5% | -2% | 2.0% | 9% | -1% | i | 4% | ?
C/C(=N\Nc1cccc2cccnc12)c1ccccc1O | 20% | 7% | -12% | 22% | ? | 1% | i | 18% | 17%
CCOC(=O)Cc1cc(=O)[nH]c(/N=C(\N)Nc2ccc(C)c(C)c2)n1 | 1% | 10% | 0% | 3.5% | ? | -1% | i | 6% | 12%
CCCSc1nc2cc(C)c(C)cc2n1CC(C)O (centres undefined) | 30% | 0% | -4% | 0.6% | 4% | -2% | i | ? | 18%
CCn1c(SCC(=O)Nc2cccc(C)c2)nc2nc3c(cc2c1=O)COC(C)(C)C3 | ? | 2% | 1% | 0.4% | ? | -10% | · | -14% | 7%
CCOC(=O)c1c(C)oc2c1c(C=NC1CCS(=O)(=O)C1)c(O)c1ccccc12 (centres undefined) | -1% | 21% | -5% | 0.3% | -9% | -9% | i | 8% | -13%
O=C(C1CCN(c2ccc(N3CCOCC3)nn2)CC1)N1CCN(c2ccc(F)cc2)CC1 | -17% | 1% | -12% | 0.2% | ? | 6% | i | 16% | 6%
CCCCn1c(N)c(N(CCOC)C(=O)COC(=O)COc2cccc(C(C)=O)c2)c(=O)[nH]c1=O | -1% | -3% | -3% | -0.5% | -16% | 0% | i | 4% | -2%
Cc1ccc(C(=O)Nc2ccc(N3CCOCC3)c3nonc23)cc1[N+](=O)[O-] | -23% | -5% | -3% | 2.3% | -30% | ? | ? | -1% | 13%

Record cards, from the list above. Order of screens: ATXN2 expr inh	EPAC2 antag	HepG2 viability	Nrf2 activator	Nrf2 block	A549 viability	S2 tox	TGFb SMAD3 inh	MCF10A rereplic
Cc1cccc(C(=O)NCc2nnc(SCC(=O)NC3CCCC3)n2C)c1 as listed: 5%	10%	-11%	-0.2%	-13%	0%	i	19%	1%
CCn1c(SCC(=O)Nc2cccc(C)c2)nc2nc3c(cc2c1=O)COC(C)(C)C3 as listed: ?	2%	1%	0.4%	?	-10%	·	-14%	7%

Quoted at random: 2 entries already listed
SMILES | ATXN2 expr inh | EPAC2 antag | HepG2 viability | Nrf2 activator | Nrf2 block | A549 viability | S2 tox | TGFb SMAD3 inh | MCF10A rereplic
Nc1nnc(SCC(=O)NCCNC(=O)CSc2nnc(N)s2)s1 | 3% | -4% | -18% | -1.1% | 22% | 1% | i | -3% | -3%
Cc1cc(N)n(-c2ccccn2)n1 | 12% | 4% | 4% | 0.4% | ? | 4% | i | 11% | -3%
